# EPAC1 agonist – EPAC1 (human) agonism. Potency, µM (top dose mostly 154 µM), for inactives: at the highest dose activation, hits mostly activators. EPAC1 agonist qHTS, biochemical assay; response scale: 100% = response to 6.5 mM cAMP. hit rate 0.073% among 360,000; note: potency is the fitted concentration of half-maximal effect; nearly all actives have a fitted effect of over 60% in size
#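 Fluorescent GDP-exchange assay: 100 nM EPAC1 with 250 nM Rap1B preloaded with BODIPY-GDP and 50 uM GDP; compounds tested as concentration series, 5 min at room temperature, then read every 5 min for 30 min (ex 480/em 540 nm); normalized to 6.5 mM cAMP.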
# PLK1 PBD block – PLK1 (human) polo-box domain binding inhibition. P53350. Plk1 PBD binding of FITC phosphopeptide, fluorescence polarization. Potency, µM, without a hit: max response, negative = inhibition, actives largely listed as inhibitors. hit rate 2.8% among 360,000. AID 720504; note: potency is the fitted concentration of half-maximal effect; series mostly up to about 57 µM; % is set by controls: 0 for no effect and ±100 for the full control effect; nearly all actives have a fitted effect of over 65% in size
# Target sequence (P53350 whole entry, looked up, the tested form may be a part): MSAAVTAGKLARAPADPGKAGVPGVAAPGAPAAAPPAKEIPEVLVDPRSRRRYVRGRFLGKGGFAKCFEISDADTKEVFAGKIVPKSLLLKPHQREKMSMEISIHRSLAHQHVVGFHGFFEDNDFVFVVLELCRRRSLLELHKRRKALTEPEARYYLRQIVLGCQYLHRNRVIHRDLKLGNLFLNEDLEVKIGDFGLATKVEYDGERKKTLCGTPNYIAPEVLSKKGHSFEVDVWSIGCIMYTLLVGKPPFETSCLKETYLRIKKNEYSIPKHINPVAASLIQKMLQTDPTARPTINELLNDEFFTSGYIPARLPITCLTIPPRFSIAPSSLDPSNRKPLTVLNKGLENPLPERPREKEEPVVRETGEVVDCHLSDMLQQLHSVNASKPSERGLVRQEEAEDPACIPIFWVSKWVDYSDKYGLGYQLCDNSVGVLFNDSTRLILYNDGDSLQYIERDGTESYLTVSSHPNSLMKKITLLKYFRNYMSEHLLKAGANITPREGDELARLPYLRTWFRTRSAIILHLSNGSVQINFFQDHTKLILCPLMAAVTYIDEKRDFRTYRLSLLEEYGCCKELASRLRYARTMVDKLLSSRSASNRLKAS
# IL-2 act – activators of IL-2; IL-2 activation reporter assay, cell-based qHTS; stimulated with anti-CD3/CD4/CD28 beads; in transgenic mouse T cells; activation, % (series mostly up to about 46 µM); hit rate 0.065% among 360,000; in the data active = activation above about 50%; inconclusive = mostly about 30% to 49%; note: 0% is about no effect
#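 Unstimulated transgenic mouse T cells preincubated 60 min with compound, then stimulated with anti-CD3/anti-CD4-coated beads plus anti-CD28 for 18 h at 37 degrees C. IL-2 response read as EGFP and DsRed fluorescence by plate cytometry.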
# FUS suppressor – suppressors of FUS proteinopathy in yeast. S. cerevisiae FUS-expressing, growth rescue, OD600, 24 h. Potency, µM (doses to about 76.6 µM), without a hit: top-dose growth rescue (activation), usual class: activators. hit rate 0.24% among 390,000. AID 1347120;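 note: potency is the fitted concentration of half-maximal effect; plate controls were DMSO vehicle for no effect and reference control for full effect; nearly all actives have a fitted effect of over 55% in size; some results filed as inactive show a strong effect at the top dose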
#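 Yeast FUS proteinopathy model; galactose-induced FUS (2%), starting OD 0.005. Cpds in dilution series, 24hr, 30C, 99% humidity. Abs 600 nm growth. Pos ctrl CP55940 (top 92uM final); neg ctrl DMSO.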
# Abeta rescue – compounds reversing amyloid beta toxicity in yeast | AID 1347071 | hit rate 0.063% among 410,000 | Potency, µM (highest dose often 46.1 µM), for inactives: top-dose growth rescue, actives largely listed as activators | yeast expressing A-beta42, growth rescue, OD600, 48 h; response scale: 0% DMSO, 100% iron-clioquinol control; note: potency is the fitted concentration of half-maximal effect; nearly all actives have a fitted effect of over 55% in size
#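 Yeast growth medium received pinned compounds, then yeast cells expressing toxic A-beta were added; plates incubated at 30 C for 48 hr. Growth read as absorbance at 600 nm, normalized to DMSO and equimolar FeCl3 plus clioquinol controls.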
# aSyn rescue – rescues yeast growth from alpha-synuclein toxicity; Yeast expressing alpha-synuclein, growth rescue, BacTiter-Glo, 24 h; Potency, µM (highest dose often 46.1 µM), inactives show at the highest dose growth rescue (activation), most hits filed as activators; hit rate 0.14% among 370,000; note: potency is the fitted concentration of half-maximal effect; % of control where 0% means no effect; nearly all actives have a fitted effect of over 65% in size
#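 Rescue of yeast growth: cells expressing toxic alpha-synuclein, induced in galactose at OD600 0.02, incubated with compound 24 h at 30 C. ATP luminescence quantified growth; inhibitors of toxicity appear as activators.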
# PI5P4Ka inh – PI5P4K alpha (human) kinase inhibition | hit rate 1.2% among 330,000 | max response, % | PI5P4Kalpha enzyme, ADP-Glo luminescence, 60 min; active compounds read low | AID 652105; active = max response of -50% or lower; inconclusive = between -30% and -50%; inactive = -30% or higher; note: value at the top dose of about 77 µM; % is set by controls: 0 for no effect and ±100 for the full control effect
# Target sequence (P48426 whole entry, looked up): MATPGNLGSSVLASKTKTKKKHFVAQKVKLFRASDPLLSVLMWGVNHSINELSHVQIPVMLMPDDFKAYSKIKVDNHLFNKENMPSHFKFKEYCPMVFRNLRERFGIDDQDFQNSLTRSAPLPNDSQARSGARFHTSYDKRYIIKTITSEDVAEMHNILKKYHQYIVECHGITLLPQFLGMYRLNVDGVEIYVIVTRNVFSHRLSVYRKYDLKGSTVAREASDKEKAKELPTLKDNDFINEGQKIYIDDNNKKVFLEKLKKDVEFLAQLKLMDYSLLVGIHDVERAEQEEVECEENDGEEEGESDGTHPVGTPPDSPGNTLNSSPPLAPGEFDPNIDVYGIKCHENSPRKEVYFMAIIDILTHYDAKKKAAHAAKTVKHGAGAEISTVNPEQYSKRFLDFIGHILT
#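 Single end-point luminescence (ADP-Glo) quantified ADP from PI5P4Kalpha turnover; ATP 5 microM final, 1 h at RT, 0.1% CHAPS and 0.28 mM EGTA in HEPES pH 7.4.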
# EPAC1 antagonist – blocks human EPAC1 exchange factor | Potency, µM (top dose mostly 115 µM), for inactives: at the highest dose activity change, negative = inhibition, usual class: inhibitors | AID 720709 | EPAC1 GEF assay, Rap1b-BODIPY-GDP exchange fluorescence | hit rate 0.14% among 360,000 | O95398;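 note: potency is the fitted concentration of half-maximal effect; plate controls were vehicle for no effect and positive control for full effect; nearly all actives have a fitted effect of over 50% in size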
# WRN inhibitor – inhibitors of human WRN helicase; Q14191; WRN helicase unwinding, fluorescent forked duplex, kinetic; Potency, µM (highest dose often 114 µM), for the others: top-dose activity change, negative = inhibition, hits mostly inhibitors; hit rate 0.46% among 360,000; AID 651768; note: potency is the fitted concentration of half-maximal effect; % is set by controls: 0 for no effect and ±100 for the full control effect; nearly all actives have a fitted effect of over 55% in size
#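 Screening of the MLSMR collection measured strand separation of a quenched forked DNA duplex (100 nM) by 20 nM WRN with 2 mM ATP, all final. Compounds were preincubated with enzyme 15 min at room temperature.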
# * marks the source's active call; other numbers are inactive results; ? = inconclusive; · = not tested or not shown; [ ] = another dose, or the depositor's remark. Unless noted, calls come from the whole dose curve; as a rule, active = well fitted curve in the direction sought with a large enough effect; inconclusive = small, poorly fitted or top-dose-only effect, or another doubt; inactive = no such curve, though single readings can be large; an effect the other way counts as inactive or inconclusive.
cpd	structure	EPAC1 agonist	PLK1 PBD block	IL-2 act	FUS suppressor	Abeta rescue	aSyn rescue	PI5P4Ka inh	EPAC1 antagonist	WRN inhibitor
1	CC(=O)Nc1c(O)nc(SCC(=O)Nc2c(C)cccc2C)[nH]c1=O	1%	-3%	0.2	12%	1%	-11%	·	6%	3%
2	O=C(O)CCN1C(=O)c2ccc(Oc3ccc4c(c3)C(=O)N(CCC(=O)O)C4=O)cc2C1=O	1%	-3%	0.1	18%	12%	0%	·	3%	9%
3	CCOC(=O)/C=C/c1cccc(OC)c1O	3%	-15%	0.0	-8%	-6%	11%	2	5%	1%
4	CCNCC(=O)N1c2ccccc2CCc2ccc(NC(=O)OCC)cc21	6%	-10%	-4.5	28%	-19%	-2%	-5	15%	4%
5	O=C(N/N=C/c1ccc(N2CCOCC2)cc1)C1CC1	-1%	-7%	-2.2	7%	1%	-1%	1	14%	0%
6	COC(=O)C1C(=O)C(C(=O)c2ccccc2)C(=O)CC1(C)C (configuration not stated)	-4%	0%	0.4	-8%	10%	-2%	-8	-9%	12%
7	CCC(=O)N1CCN(c2ccc(NC(=O)c3ccc4c(c3)OCCO4)cc2)CC1	9%	-16%	-3.2	27%	-2%	-5%	-3	-9%	1%
8	Cc1ccc(NC(=O)CS(=O)CC(=O)Nc2cccc(C)c2C)cc1F (configuration not stated)	0%	-9%	0.5	17%	-10%	-3%	·	-8%	-6%
9	CSc1ccccc1NC(=O)CN(c1ccccc1Br)S(C)(=O)=O	-6%	-5%	1.4	·	-10%	1%	0	-16%	7%
10	O=C(c1cnn(C(=O)c2cccc(S(=O)(=O)N3CCOCC3)c2)c1)c1cc(Cl)cc(Cl)c1O	-5%	?	-3.9	40%	-8%	4%	-12	5%	-15%
11	CCc1ccc(/C=N/NC(=O)C(=O)NCCCN2CCOCC2)cc1	3%	-7%	2.7	6%	7%	5%	4	-13%	-1%
12	CCOc1cc(N2CCOCC2)c(OCC)cc1NC(=O)c1ccc2ncsc2c1	-5%	-15%	-0.4	?	-12%	11%	2	-21%	-8%
13	Cc1ccc(-c2csc3ncn(CC(=O)OC(C)C)c(=O)c23)cc1	-4%	-5%	-1.6	9%	8%	9%	1	-25%	5%
14	O=C(NCCc1ccncc1)Nc1ccc(F)cc1	4%	1%	2.3	-2%	8%	0%	7	8%	-12%
15	N#Cc1ccc(C(=O)Nc2cccc3ncccc23)c(F)c1	-8%	-5%	3.3	5%	-15%	-4%	1	5%	1%
16	COc1ccc(Cl)cc1C(=O)NNC(=S)NC(=O)c1ccc(F)c(F)c1	7%	-12%	0.2	10%	-13%	-1%	-6	1%	3%[57.1 µM]
17	O=C(Nc1ccc(Cl)cc1Cl)c1ccc(-c2ccccc2)cc1	-5%	-12%	-2.4	29%	-9%	2%	3	-27%	3%
18	COc1ccc(S(=O)(=O)N2CCN(Cc3ccccc3)CC2)cc1OC	8%	-3%	1.1	-18%	-7%	0%	4	4%	-1%
19	CC(C)(C)C1=Nn2c(nnc2-c2ccccn2)SC1	2%	-30%	-4.0	10%	9%	-9%	?	13%	7%
20	Cc1ccc(CN(C#N)c2nc(C)cc(C)n2)cc1	-5%	1%	-2.3	-3%	11%	6%	-8	2%	-2%
21	CCOC(=O)N1CCN(C(=O)C2c3cc(OC)c(OC)cc3C(=O)N3CCc4ccccc4C23)CC1 (configuration not stated)	-7%	-7%	1.2	10%	-7%	-1%	4	10%	6%
22	COC(=O)c1ccc(Cn2nnc3c(=O)[nH]c(C4CCN(S(=O)(=O)c5ccc(F)cc5)CC4)nc32)cc1	9%	-1%	0.0	?	-3%	6%	10	-25%	-2%
23	O=C(O)/C(=C\c1cn(-c2ccccc2)nc1-c1ccc(Cl)cc1)NC(=O)c1ccccc1	-18%	-15%	-1.5	13%	-13%	5%	4	-7%	1%
24	O=C(NCCN1CCOCC1)C(=O)NCC1OCCN1C(=O)c1ccc(Cl)cc1 (configuration not stated)	-2%	-22%	-2.2	-8%	-10%	-4%	-4	-14%	7%
25	Cc1ccc(-n2c(C)cc(C3N=C(N)Nc4nc5ccccc5n43)c2C)c(C)c1 (configuration not stated)	?	2%	0.5	16%	-8%	0%	·	-20%	-10%
26	COCCCNc1nc2c(-c3ccc(Cl)cc3)nnn2c2ccccc12	-3%	-8%	-1.0	-12%	-13%	-4%	1	2%	-9%
27	CCOc1ccc(Oc2c(/C=N/NC(N)=O)c(C)nn2-c2ccccc2)cc1	3%	1%	0.4	28%	3%	9%	-4	-8%	-11%
28	O=C(Nc1ccccc1)NC1(C(=O)NCc2cccs2)CCCCC1	-1%	-4%	0.5	-3%	5%	-1%	·	9%	-4%
29	NC(=NC(=O)c1ccc(OC(F)(F)F)cc1)c1ccc(C(F)(F)F)cn1	-11%	1%	2.3	-20%	-2%	7%	16	9%	-22%
30	CCCCN(Cc1ccc(C(=O)N[C@H](C(=O)O)C(C)C)cc1)C(=O)C(c1ccccc1)c1ccccc1	-8%	?	0.3	53%	9%	-2%	-9	?	-24%
31	COc1ccc(NC(=O)c2ccccc2NC(=O)COc2ccccc2)cc1	3%	-7%	-1.5	8%	-10%	-1%	-2	4%	-9%
32	O=C(CNC(=O)C12CC3CC(CC(C3)C1)C2)OCc1ccc(F)cc1Cl	0%	7%	1.3	22%	15%	-3%[1.84 µM]	2	9%	-10%
33	CCCCn1c(N)c(N(CCOC)C(=O)CSCc2ccc(C)cc2)c(=O)[nH]c1=O	0%	-8%	-4.8	15%	0%	-1%	0	19%	9%
34	CCC(C(=O)NCC1CCCO1)N(Cc1ccccc1)C(=O)CNS(=O)(=O)c1ccccc1 (configuration not stated)	-5%	?	-0.3	8%	-11%	1%	-10	11%	3%
35	Cc1cc(NC(=O)CCC(=O)N(CC2CCCO2)C(C(=O)NC2CCCC2)c2ccccc2C)no1 (configuration not stated)	-4%	-7%	1.0	23%	13%	2%	2	16%	3%
36	COc1ccccc1-c1nc(-c2ccccc2)nc(N2CCN(C)CC2)c1C#N	15%	-7%	-0.5	21%	-4%	2%	4	-1%	0%
37	Cc1ccc(C2/C(=C(/O)c3ccc4c(c3)CC(C)O4)C(=O)C(=O)N2CCCn2ccnc2)cc1 (configuration not stated)	-13%	1%	0.2	30%	-45%[inhibitor]	1%	-9	3%	1%
38	COc1ccc(COC(=O)C2CCN(C(=O)c3ccc(Cl)cc3)CC2)cc1F	6%	-4%	0.2	35%	0%	1%	0	-11%	-9%
39	CN(C)CCNC(=O)/C(=N\O)c1ccccn1	8%	-2%	0.2	-10%	3%	1%	0	-16%	6%
40	CC1(C)Cc2ccccc2-c2nnc(-c3cccc(O)c3)n21	-11%	-1%	3.0	-11%	5%	-8%	2	-1%	2%
41	C=CCSc1nc2ccccc2n1C(=O)/C=C/c1ccc(OC)c(OC)c1	5%	-11%	-2.6	17%	-10%	-7%	·	3%	-1%
42	COc1ccc(OC)c(N2C(=O)CC(Cc3ccc(Cl)cc3)C2=O)c1 (configuration not stated)	8%	-7%	-1.1	26%	4%	6%	3	?	3%[57.1 µM]
43	COc1ccc2sc(-c3ccc(S(C)(=O)=O)cc3)c(C#CCO)c2c1	10%	-14%	-2.7	?	5%	4%	-28	-5%	-35%
44	COc1cccc(CC(=O)OCC(=O)NCC(=O)Nc2cccc(C)c2C)c1	7%	-11%	-4.8	1%	-8%	-9%	4	-24%	1%
45	CCOc1ccc(NC(c2ccccn2)c2oc(CO)cc(=O)c2O)cc1 (configuration not stated)	-10%	?	1.3	5%	-11%	0%	0	-22%	3%
46	COc1ccc(-n2c(SCC(=O)NCC3CCCO3)nc3c(c2=O)SC(C)C3)cc1 (configuration not stated)	-2%	-5%	5.5	6%	2%	-8%	7	-19%	-22%
47	Cn1c(N)c(C(=O)CSc2n[nH]c(N)n2)c(=O)n(C)c1=O	3%	1%	-2.7	5%	-5%	2%	3	-2%	-19%
48	O=C(O)c1ccc(N/N=C/C=C/c2ccc([N+](=O)[O-])o2)cc1	-8%	-13%	2.2	29%	-15%	-7%	?	-27%	?
49	Cc1occc1-c1nnc(SCC(N)=O)n1Cc1ccccc1	3%	-10%	0.8	19%	-14%	1%	·	-15%	-9%
50	O=C(CCNC(=O)c1ccco1)Nc1ccc(N2CCOCC2)cc1	11%	2%	-3.8	8%	-6%	-2%	3	4%	0%

# The list continues.
cpd	structure	EPAC1 agonist	PLK1 PBD block	IL-2 act	FUS suppressor	Abeta rescue	aSyn rescue	PI5P4Ka inh	EPAC1 antagonist	WRN inhibitor
51	CC(C)N(Cc1ccccc1)S(=O)(=O)c1ccc(Cl)nc1	3%	4%	-0.3	-9%	3%	-1%	-4	-8%	-4%
52	COc1ccc(NC(=O)CC(NCCc2ccccc2)C(=O)O)c(OC)c1 (configuration not stated)	1%	-9%	-1.0	8%	5%	?	-1	2%	-5%
53	C=CCn1c(CCc2cc(C(C)(C)C)c(O)c(C(C)(C)C)c2)n[nH]c1=S	4%	-19%	-4.9	?	?	1%	-10	?	-8%
54	CCCCc1nc(C(N)=O)c2[nH]c(=O)n(-c3ccc(OC)c(OC)c3)c2n1	7%	?	-1.5	-8%	14%	-1%	0	-27%	2%
55	CCCCN(CCCNC(=O)C1CCN(S(=O)(=O)CC)CC1)c1ccccc1	5%	-6%	-3.2	-4%	-6%	1%	·	4%	-7%[57.1 µM]
56	CC(C)c1cc(C(N)=O)c(NC(=O)C2CCC2)s1	7%	-4%	0.5	15%	-12%	-10%	·	7%	-15%
57	Cc1cccc(N(C(=O)c2snc(C(N)=O)c2N)C(C(=O)NCC2CCCO2)c2ccc3ncccc3c2)c1 (configuration not stated)	-2%	2%	0.4	31%	12%	4%	-6	4%	1%

# High-throughput results as filed in PubChem.
